High-throughput results as filed in PubChem BioAssay.
TRHR enhancer – TRH receptor (human) allosteric enhancement; P34981; TRHR cells, fluo-8 calcium fluorescence, EC20 TRH enhancement; enhancement, % at 2 µM; actives 0.66% (n = 360,000); in the data active = enhancement above about 30%; also: 0% is about no effect
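TRHR-expressing cells loaded with fluo-8 calcium dye were read kinetically (ex 480/em 530) during compound addition, then stimulated with an EC20 of TRH (10 nM final). Enhancement of the Gq-mediated intracellular calcium response was scored.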
Pin1 inh – human Pin1 inhibition. Potency, µM (series often up to 115 µM), without a hit: at the top dose activity, negative = inhibition, hits mostly inhibitors. Pin1 FP peptide displacement, HiFluor488, 10 min. Q13526. actives 0.009% (n = 390,000); active = well fitted inhibition curve with a large enough effect in the polarisation, with a control signal flat, not every such curve was filed as active; inconclusive = small, poorly fitted or top-dose-only effect, or effect the other way, or a change in a side signal; inactive = no such curve, though single readings can be large or run the other way; the % refers to the polarisation; also: potency is read from the fitted curve at half-maximal effect; % is scaled to controls: 0 for no effect and ±100 for the full control effect
Target sequence (Q13526 whole entry, looked up): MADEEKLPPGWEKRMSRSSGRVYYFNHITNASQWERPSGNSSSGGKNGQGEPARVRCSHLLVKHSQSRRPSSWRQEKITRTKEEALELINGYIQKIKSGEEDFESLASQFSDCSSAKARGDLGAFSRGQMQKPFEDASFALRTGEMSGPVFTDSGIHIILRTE
D2 ag – agonists of human D2 dopamine receptor; HEK293 T-REx D2 cells, calcium flux agonist mode; activation, % at 2 µM; actives 0.53% (n = 340,000);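 active = activation over 3 SD above normal in the single-dose calcium agonist read, cut at about 30% in these data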; also: 0% is about no effect
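Tetracycline-induced HEK293 Trex cells with D2 receptor force-coupled to calcium signaling, plated overnight at 30 C and loaded with no-wash calcium dye. Calcium flux read kinetically for 180 s after compound addition; responses flag agonists.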
USP1 inh – USP1/UAF1 (human) deubiquitinase inhibition. O94782. recombinant USP1/UAF1, Ub-Rhodamine cleavage fluorescence. AID 743255. actives 0.23% (n = 390,000). Potency, µM (series often up to 57.1 µM), inactives show at the top dose activity change, negative = inhibition, hits mostly inhibitors; also: potency is read from the fitted curve at half-maximal effect; % is scaled to controls: 0 for no effect and ±100 for the full control effect; nearly all actives have a fitted effect of over 60% in size; inactives centre near -12
Target sequence (O94782 whole entry, looked up): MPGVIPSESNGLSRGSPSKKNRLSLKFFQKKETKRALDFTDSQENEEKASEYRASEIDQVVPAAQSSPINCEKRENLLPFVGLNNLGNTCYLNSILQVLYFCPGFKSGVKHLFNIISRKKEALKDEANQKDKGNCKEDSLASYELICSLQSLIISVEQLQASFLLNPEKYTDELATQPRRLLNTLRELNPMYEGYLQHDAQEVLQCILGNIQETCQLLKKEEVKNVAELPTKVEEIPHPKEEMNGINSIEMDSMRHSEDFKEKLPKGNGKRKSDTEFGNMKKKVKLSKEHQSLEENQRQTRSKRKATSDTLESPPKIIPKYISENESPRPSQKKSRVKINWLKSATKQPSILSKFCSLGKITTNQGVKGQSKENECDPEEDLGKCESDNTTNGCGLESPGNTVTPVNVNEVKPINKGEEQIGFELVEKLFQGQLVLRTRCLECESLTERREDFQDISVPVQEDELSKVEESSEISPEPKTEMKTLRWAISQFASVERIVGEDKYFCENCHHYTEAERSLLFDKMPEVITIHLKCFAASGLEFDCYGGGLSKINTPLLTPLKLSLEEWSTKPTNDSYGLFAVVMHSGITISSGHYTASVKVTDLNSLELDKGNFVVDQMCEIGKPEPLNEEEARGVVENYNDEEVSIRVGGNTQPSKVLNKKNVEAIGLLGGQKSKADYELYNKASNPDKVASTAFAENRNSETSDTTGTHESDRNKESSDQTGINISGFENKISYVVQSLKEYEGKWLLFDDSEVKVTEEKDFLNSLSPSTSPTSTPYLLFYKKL
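1 nM enzyme complex + cpd, 15 min RT; start with Ub-Rho 150nM final; kinetic fluorescence ex 480/em 540, 6 reads q60 s. Buffer 50mM HEPES pH 7.8, 0.5mM EDTA, 0.1 mg/ml BSA, 1mM TCEP, 0.01% Tween-20.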
TrxR1 substrate – is turned over as a substrate by rat TrxR1 | purified TrxR1 substrate turnover, NADPH consumption readout | Potency, µM (top dose mostly 114 µM), for inactives: at the highest dose activity change, negative = substrate turnover | actives 0.01% (n = 390,000) | AID 588456; also: potency is read from the fitted curve at half-maximal effect; % is scaled to controls: 0 for no effect and ±100 for the full control effect; nearly all actives have a fitted effect of over 50% in size
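Rat TrxR1, dispensed at 90 nM, was prereduced with 400 uM NADPH (final) for 5 min at ~22 deg C, then incubated with compound 15 min before 400 uM selenite. A first-read NADPH fluorescence drop versus no-compound background flagged substrates.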
D2 antag – D2 dopamine receptor (human) antagonism; HEK293 TREx D2 cells, calcium flux, dopamine EC80; inhibition, % at 10 µM; actives 2% (n = 340,000); AID 485344; in the data active = inhibition above about 30%; also: 0% is about no effect
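Antagonism is scored as inhibition of an EC80 dopamine-evoked calcium signal in a force-coupled, tetracycline-inducible HEK293 T-REx D2 line, with compound present 180 s before agonist.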
rTrxR1 inhibitor – inhibitors of rat thioredoxin reductase 1; O89049; recombinant rTrxR1, NADPH fluorescence consumption, selenite substrate; Potency, µM (series often up to 114 µM), inactives show at the top dose activity change, negative = inhibition, usual class: inhibitors; actives 1% (n = 390,000); AID 588453; also: potency is read from the fitted curve at half-maximal effect; % is scaled to controls: 0 for no effect and ±100 for the full control effect; nearly all actives have a fitted effect of over 65% in size
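Rat TrxR1 (90 nM in the dispensed reagent) was pre-reduced with 400 uM NADPH for 5 min at room temperature, then incubated with compound for 15 min. After 400 uM selenite was added, NADPH fluorescence (Ex 340/Em 450 nm) was followed for 8 min.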
IDH1 R132H inh – inhibitors of human mutant IDH1 R132H. actives 0.093% (n = 390,000). O75874. IDH1-R132H enzyme, NADPH consumption, diaphorase/resazurin fluorescence. Potency, µM (doses to about 76.6 µM), for inactives: top-dose activity change, negative = inhibition, most hits filed as inhibitors; also: potency is read from the fitted curve at half-maximal effect; % is scaled to controls: 0 for no effect and ±100 for the full control effect; nearly all actives have a fitted effect of over 65% in size
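IDH1-R132H (0.5 ug/mL dispensed) in pH 7.5 Tris buffer was preincubated 30 min with compound, then given a substrate mix of 0.016 mM NADPH and 2 mM alpha-KG for 80 min at room temperature; remaining NADPH was read by diaphorase/resazurin fluorescence.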
TRHR ag – activates the human TRH receptor | TRHR cells, calcium flux fluo-8, FDSS agonist mode | activation, % at 2 µM | actives 0.18% (n = 360,000) | AID 493084; in the data active = activation above about 30%; also: 0% is about no effect
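Read-out: compound-evoked intracellular calcium rise in TRHR cells, fluo-8 dye, kinetic FDSS fluorescence at 1 s/cycle following a 10-cycle baseline. Cells cultured overnight before dye loading (30 min–1.5 h, RT).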
* = called active by the depositor; ? = inconclusive; . = no result given; [ ] = another dose, or the depositor's remark. Unless noted, calls follow the shape of the dose curve; as a rule, active = well fitted inhibition curve with a large enough effect; inconclusive = small, poorly fitted or top-dose-only effect; inactive = no such curve, though single readings can be large or run the other way. The list is partial. The share of hits here may be higher or lower than overall.

Short keys – A = TRHR enhancer; B = Pin1 inh; C = D2 ag; D = USP1 inh; E = TrxR1 substrate; F = D2 antag; G = rTrxR1 inhibitor; H = IDH1 R132H inh; I = TRHR ag
COc1cc(OC)c(NC(=O)Nc2cccc(OCc3cc(=O)n4ccccc4n3)c2)cc1Cl
  A: 1; B: ?; C: 0.6; D: 2%; E: -6%[57.1 µM]; F: .; G: 15%[57.1 µM]; H: 1%; I: 0.1
COc1cccc(-n2c(N)cc(=O)nc2SCC(=O)Nc2cc(C)on2)c1
  A: 7; B: -8%; C: 1.3; D: 0%; E: -3%; F: 3; G: -7%; H: 8%; I: 0.0
COc1ccc(-c2cc(C(F)(F)F)nc(SCCC(=O)N3CCCC3)n2)cc1
  A: -6; B: 2%; C: -1.1; D: -12%; E: 2%; F: 6; G: 17%; H: -1%; I: 0.0
Cn1c(Cn2c(=O)sc3ccccc32)nnc1SCC(=O)NC1CCCCC1
  A: -3; B: -2%; C: 0.1; D: -10%; E: 5%[57.1 µM]; F: 3; G: 10%; H: -6%; I: -0.3
Cc1ccc(CNC(=O)CN2C(=O)CSc3ccc(S(=O)(=O)N(C)C)cc32)cc1
  A: 5; B: -2%; C: -0.1; D: 4%; E: -1%[57.1 µM]; F: .; G: 14%[57.1 µM]; H: 0%; I: -0.3
Nc1nnc(SCC(=O)Nc2ccc(Cl)cc2)s1
  A: -1; B: -6%; C: 0.7; D: -4%; E: -3%[57.1 µM]; F: .; G: 2%[57.1 µM]; H: -7%; I: 0.7
CCOC(=O)N1CCN(C(=O)c2ccc3c(=O)n(Cc4ccc(Cl)cc4)c(=S)[nH]c3c2)CC1
  A: 7; B: 14%; C: -0.9; D: -20%; E: -16%; F: -18; G: -11%; H: -1%; I: -0.4
Cc1ccc(CN(Cc2ccco2)C(=O)COc2ccc(Cl)cc2Cl)cc1
  A: 12; B: 3%; C: -1.1; D: -15%; E: -11%; F: .; G: -6%; H: 23%; I: -0.7
O=C(Cn1c(NCCCO)nc2ccccc21)c1ccc(F)cc1
  A: 2; B: -2%; C: -0.1; D: -13%; E: 9%; F: -13; G: 9%; H: 8%; I: -0.1
Cc1ccc(S(=O)(=O)NCCCNC(=O)N2CCOCC2)cc1
  A: 5; B: -8%; C: 0.3; D: -13%; E: -3%; F: -12; G: -1%; H: 2%; I: 0.0
CN(C(=O)c1cccc(NC(=O)Cc2ccc(NC(=O)C3CCCN(C(=O)C4CCC4)C3)cc2)c1)C1CCCCC1 (configuration not stated)
  A: .; B: 17%; C: .; D: -31%; E: 0%; F: .; G: 0%; H: 9%; I: .
COc1ccc(CCC(=O)Nc2c(C)n(C)n(-c3ccccc3)c2=O)cc1
  A: -11; B: -7%; C: 0.5; D: 3%; E: 4%[57.1 µM]; F: 1; G: 20%[57.1 µM]; H: -5%; I: 2.0
CN1CCCN(C(=O)c2c(F)cccc2Cl)CC1
  A: -5; B: 0%; C: 0.6; D: -13%; E: -1%; F: 8; G: 15%; H: -13%; I: -0.2
Cc1nc2ccc(NC(=O)CCS(=O)(=O)c3ccccc3)cc2s1
  A: 5; B: -2%; C: -1.0; D: -7%; E: -2%; F: 2; G: 11%; H: 11%; I: -0.9
Oc1ccc(Br)cc1-c1cc(-c2ccccc2)n[nH]1
  A: 2; B: -8%; C: -0.3; D: 2%; E: 6%[57.1 µM]; F: -10; G: 21%[57.1 µM]; H: 3%; I: 1.1

The last three entries of the part before lead into the next.
Short keys – A = TRHR enhancer; B = Pin1 inh; C = D2 ag; D = USP1 inh; E = TrxR1 substrate; F = D2 antag; G = rTrxR1 inhibitor; H = IDH1 R132H inh; I = TRHR ag
CN1CCCN(C(=O)c2c(F)cccc2Cl)CC1
  A: -5; B: 0%; C: 0.6; D: -13%; E: -1%; F: 8; G: 15%; H: -13%; I: -0.2
Cc1nc2ccc(NC(=O)CCS(=O)(=O)c3ccccc3)cc2s1
  A: 5; B: -2%; C: -1.0; D: -7%; E: -2%; F: 2; G: 11%; H: 11%; I: -0.9
Oc1ccc(Br)cc1-c1cc(-c2ccccc2)n[nH]1
  A: 2; B: -8%; C: -0.3; D: 2%; E: 6%[57.1 µM]; F: -10; G: 21%[57.1 µM]; H: 3%; I: 1.1
CCCCn1c(N)c(N(CCOC)C(=O)C2CCN(S(=O)(=O)c3ccccc3)CC2)c(=O)[nH]c1=O
  A: 15; B: 1%; C: 0.0; D: -5%; E: -6%; F: -20; G: 5%; H: -1%; I: -0.1
CCN(CC)C(=O)C1CCN(S(=O)(=O)c2c(C)noc2/C=C/c2cccc(C)c2)CC1
  A: 10; B: -5%; C: 0.3; D: -11%; E: -8%; F: -9; G: 19%; H: -5%; I: -0.3
O=C(COC(=O)c1cccc(C(=O)OCC(=O)NC2CCCCC2)n1)NC1CCCCC1
  A: -5; B: -2%; C: 0.5; D: -15%; E: 12%[57.1 µM]; F: 15; G: -8%[57.1 µM]; H: 9%; I: -0.4
CC1CCC2(CC1)NC(=O)N(NC(=O)CSc1nnc(NC3CC3)s1)C2=O (configuration not stated)
  A: 3; B: -7%; C: 0.4; D: -18%; E: 4%; F: 0; G: 33%; H: -18%; I: -2.6
O=C(CN(C(=O)CCC(=O)Nc1nccs1)c1ccc(F)cc1)NCc1ccc(F)cc1
  A: 2; B: -8%; C: .; D: -18%; E: 5%[57.1 µM]; F: .; G: 4%[57.1 µM]; H: 5%; I: -0.2
O=S1(=O)NC2CCCCCN2c2ccc(F)cc21 (configuration not stated)
  A: 11; B: -4%; C: -0.2; D: -13%; E: 58%[activator]; F: -11; G: 21%; H: 6%; I: -0.3
Cc1cc(C(=O)CSc2nc(N)cc(=O)[nH]2)c(C)n1CCc1ccc(F)cc1
  A: -9; B: 11%; C: 0.2; D: -5%; E: 3%; F: -6; G: 13%; H: 2%; I: 1.6
Cc1ccc(S(=O)(=O)N2CC(O)CC2C(=O)OCc2nc3sc(C)c(C)c3c(=O)[nH]2)cc1 (configuration not stated)
  A: 4; B: -1%; C: -1.0; D: -25%; E: -5%; F: 5; G: -5%; H: 8%; I: 0.1
COc1cc(CNCCSc2nnnn2C)ccc1OCc1ccc(C)cc1
  A: -2; B: 2%; C: 0.6; D: -19%; E: 11%[11.4 µM]; F: .; G: 8%; H: -7%; I: 0.2
COC(=O)CCCCC1SCC2NC(=O)NC21 (configuration not stated)
  A: 4; B: -4%; C: 0.9; D: -6%; E: -4%; F: 4; G: 10%[57.1 µM]; H: 8%; I: 1.4
O=C(NCCNC(=O)c1cc(Cl)ccc1Cl)c1ccccn1
  A: -9; B: 4%; C: .; D: -7%; E: 4%; F: .; G: 11%; H: 0%; I: 0.7
CN=C1S/C(=C\c2c(OC)cc(OC)cc2OC)C(=O)N1C
  A: -5; B: ?; C: .; D: -10%; E: -1%; F: .; G: -5%; H: 9%; I: -0.5
COc1ccccc1-n1cc(-c2ccc(C)cc2)nc1S(=O)(=O)CC(=O)Nc1ccccc1C(F)(F)F
  A: 4; B: 12%; C: 0.1; D: ?; E: 3%; F: .; G: 10%; H: 0%; I: -0.3
COC(=O)c1ccc(C2Nc3ccc(/C(C)=N/NC(=O)C(OC)c4ccccc4)cc3C3C=CCC32)cc1 (configuration not stated)
  A: -2; B: ?; C: 0.6; D: -10%; E: 0%; F: 5; G: 22µM*; H: 1%; I: -0.7
O=C(NCCCN1CCOCC1)c1sc2ccccc2c1Cl
  A: -3; B: 5%; C: -1.0; D: -17%; E: -7%; F: 4; G: -9%; H: 3%; I: -0.4
Clc1ccc(Nc2ncn[nH]2)cc1
  A: 5; B: -6%; C: 0.2; D: -9%; E: -8%; F: 8; G: -3%; H: 8%; I: 0.1
COC(CNC(=O)c1ccc2c(=O)n(Cc3ccc(Cl)cc3)c(=S)[nH]c2c1)OC
  A: -4; B: 5%; C: -0.8; D: -26%; E: 6%; F: 15; G: 23%; H: 0%; I: 0.1
CC(=O)c1cnc(SCc2ccc(Cl)cc2)nc1C
  A: -10; B: 2%; C: -1.4; D: -6%; E: 1%[57.1 µM]; F: 1; G: 9%[57.1 µM]; H: 0%; I: 0.2
COC(=O)Cc1c(C)nc2nc(NCc3ccccc3OC)[nH]n2c1=O
  A: -2; B: -6%; C: 0.1; D: -17%; E: 4%; F: 2; G: 2%[57.1 µM]; H: 7%; I: -0.1
CCN(Cc1cc2cc(C)ccc2[nH]c1=O)C(=O)c1cccc([N+](=O)[O-])c1
  A: 5; B: 8%; C: -0.9; D: -12%; E: 3%; F: 3; G: -1%; H: 16%; I: -0.1
CCC(c1nnnn1CCc1ccccc1)N(Cc1ccco1)Cc1cc2c(C)ccc(C)c2[nH]c1=O (configuration not stated)
  A: -8; B: 9%; C: 0.5; D: -17%; E: -6%; F: -10; G: -3%; H: 3%; I: 0.6
O=C(CCc1nc(-c2ccccc2)no1)NCc1ccco1
  A: 4; B: 15%; C: 0.5; D: -2%; E: 13%[57.1 µM]; F: 9; G: -1%[57.1 µM]; H: 7%; I: 0.1
CCCNC(=O)N1CCN(C(c2ccccc2)c2ccccc2)CC1
  A: 21; B: 6%; C: 1.4; D: -10%; E: -1%; F: -2; G: 15%; H: 9%; I: 2.4
O=C(O)c1sc2cccc(Cl)c2c1Cl
  A: -1; B: 1%; C: 0.9; D: -16%; E: 3%; F: 11; G: 12%[57.1 µM]; H: 0%; I: 0.5
O=C(COc1ncnc2ccccc12)Nc1cc(S(=O)(=O)N2CCOCC2)ccc1Cl
  A: 2; B: 1%; C: 0.0; D: -6%; E: 6%; F: -2; G: 5%; H: 3%; I: 0.2
COc1ccc(S(=O)(=O)N(CCC#N)Cc2ccco2)cc1OC
  A: 11; B: 0%; C: 0.7; D: -22%; E: 3%; F: -3; G: 7%; H: -3%; I: 0.3
